Screening data (PubChem BioAssay)
NCI-60 one-dose screen, 48 h, at 10 µM unless noted. Numbers give growth in % (100 = growth as untreated, 0 = no growth, -100 = all killed).
IGROV1 – IGROV1 ovarian cancer | AID 1794786 | 79,000 tested, 4.7% active
HCT-116 – HCT-116 colon cancer; AID 1794798; 82,000 tested, 7.3% active
SK-OV-3 – SK-OV-3 ovarian cancer cells. 80,000 tested, 3.2% active
KM12 – KM12 colon cancer cells | 82,000 tested, 5% active | AID 1794800
OVCAR-4 – OVCAR-4 ovarian cancer cells | 80,000 tested, 3.7% active
COLO 205 – COLO 205 colon cancer | 79,000 tested, 7.3% active | AID 1794742
HCT-15 – HCT-15 colon cancer; 82,000 tested, 5.2% active
HT29 – HT29 colon cancer. 81,000 tested, 7.4% active. AID 1794748
SW-620 – SW-620 colon cancer | 82,000 tested, 5.2% active | AID 1794795
Starred values were filed as active, the others as inactive; x = not tested or not shown; & = joins results of further samples. How the source made its calls: active means growth percent below 10; inactive means the rest. Compounds as they come (roughly 12% active in at least one column).

SMILES	IGROV1	HCT-116	SK-OV-3	KM12	OVCAR-4	COLO 205	HCT-15	HT29	SW-620
CCCCCCCCCCC(CN(CC)CC)C(O)c1ccccc1 (stereo not given)	40.7	20.7	54.9	8.3*	47.5	-42.6*	13.5	-2.4*	32.1
COc1ccc2nc(-n3nc(C)cc3C)c(-n3nc(C)cc3C)nc2c1	113.5	96.0	112.6	116.2	110.7	113.3	101.8	100.1	107.2
CC1(c2cccc(Br)c2)NC(=O)NC1=O (stereo not given)	113.2	100.9	93.4	101.4	108.3	115.4	107.8	113.6	110.7
NS(=O)(=O)c1ccc(Nc2ncc3c(n2)CCCC3=O)cc1	106.2	111.8	98.8	108.5	104.9	110.8	99.0	113.4	100.8
C=CCn1cc(-c2nc3ccccc3s2)c2cc(-c3ccc4c5c(cccc35)C(=O)N(CCCC)C4=O)ccc21	79.0	93.6	103.7	99.8	108.2	112.3	101.4	103.5	103.0
N#Cc1c(N)n2c(nc1=Nc1ccc(Cl)cc1)sc1cc(Cl)ccc12	95.9	89.1	77.2	29.5	63.1	x	96.2	33.4	87.9
Cc1ccc(S(=O)(=O)NN=C2CCCCCCC2)cc1	96.1	98.7	100.0	106.9	118.9	107.1	104.8	104.1	110.8
CC(=O)NCCCN1c2ccncc2Sc2ccncc21	x	106.3	102.2	106.6	108.7	107.6	103.7	114.9	98.3
Cc1nc(S(=O)(=O)c2ccccc2)c(S(=O)(=O)Cc2ccc([N+](=O)[O-])cc2)o1	95.8	86.6	99.1	105.7	93.1	111.7	82.5	91.2	90.9
N#Cc1nc(-c2ccccc2)oc1S(=O)(=O)N1CCN(S(=O)(=O)c2ccccc2)CC1	113.9	42.8	116.7	98.1	94.5	120.9	35.5	83.5	56.8
COc1ccc(-c2csc(NC(C)=O)n2)cc1NS(=O)(=O)c1cccc2c(N(C)C)cccc12	84.7	95.1	109.4	96.9	85.4	95.6	76.3	91.7	105.4
CC(C)(C)n1cc(-c2ccnc(NCCCNS(=O)(=O)c3cccc4ccccc34)c2)c(-c2ccccc2)n1	70.6	49.7	93.2	56.1	68.8	54.6	43.7	14.7	80.9
Cc1ccccc1C(=O)Nc1ccccc1Cl	106.2	102.9	96.6	106.2	93.5	112.7	98.8	97.1	105.3
CCCCCN(CCCCC)C(=O)CCl	107.3	105.3	109.0	107.5	97.3	107.2	114.8	x	104.5
Ic1cccs1	104.8	103.4	115.0	102.6	101.8	117.5	109.0	94.2	104.1
N=S(c1ccccc1[N+](=O)[O-])c1ccccc1[N+](=O)[O-]	53.9	5.8*	87.2	88.8	38.4	2.4*	-49.6*	-32.7*	17.9
CCCCc1oc2ccc([N+](=O)[O-])cc2c1C(=O)c1ccc(C#Cc2ccccc2)cc1	86.2	74.8	86.9	91.4	90.3	94.0	88.2	66.5	88.3
CC1(C)CC2C3=CCC4[C@@]5(C)CC[C@H](O)C(C)(C)C5CC[C@@]4(C)[C@]3(C)CC[C@@]2(C(=O)O)[C@H](O)C1 (stereo not given in full)	109.7	94.1	x	94.3	92.3	x	95.8	111.3	100.4
COc1ccc(C2=NNC3(C2)C(=O)Nc2ccccc23)cc1 (stereo not given)	111.1	88.0	98.1	101.1	93.2	100.1	100.2	106.6	102.7
OCCC1COC(c2ccccc2)O1 (stereo not given)	96.6	90.6	111.4	113.1	113.5	107.4	92.6	100.2	110.1
Nc1ccc(Sc2ccc([N+](=O)[O-])c3nonc23)cc1	97.0	66.3	96.8	96.2	97.8	40.6	58.2	70.8	46.0
CC(C)c1nc2ccccc2n1CC(=O)N/N=C/c1ccccc1Cl	103.0	85.1	94.5	104.1	122.0	112.6	101.0	98.0	98.3
O=C(/C=C1\C=CN(CCCCF)c2ccccc21)n1ccc2ccccc21	74.9	104.8	95.9	112.4	85.4	96.6	101.9	106.7	105.4
Cc1cccc(C)c1NN	103.8	91.8	100.5	96.5	105.4	102.2	94.2	103.9	89.6

Looked up above:
KM12 with `COc1ccc(C2=NNC3(C2)C(=O)Nc2ccccc23)cc1` (stereo not given) = 101.1
OVCAR-4 with `CC(C)c1nc2ccccc2n1CC(=O)N/N=C/c1ccccc1Cl` = 122.0
OVCAR-4 with `N=S(c1ccccc1[N+](=O)[O-])c1ccccc1[N+](=O)[O-]` = 38.4
KM12 with `Cc1cccc(C)c1NN` = 96.5

Next part
SMILES	IGROV1	HCT-116	SK-OV-3	KM12	OVCAR-4	COLO 205	HCT-15	HT29	SW-620
COc1ccc(Nc2ncnc3c2cnn3-c2cccc(F)c2)cc1	99.0	91.5	107.7	105.6	105.5	100.2	101.9	92.7	103.4
O=C(Nc1cccc(Cl)c1)Nc1nc2ccc(-c3ccco3)cc2s1	89.3	56.8	85.9	53.7	66.1	93.9	42.3	61.8	63.9
C[C@H]1CCC/C=C/[C@@H]2CC=C[C@H]2[C@H](O)/C=C/C(=O)O1	x	88.4	103.9	105.7	106.9	120.9	112.2	119.7	106.8
O=[N+]([O-])c1cccc(-c2cc(-c3cc(Br)ccc3O)[nH]n2)c1	13.7	13.5	30.6	12.5	16.3	17.6	15.6	48.3	28.1
Cn1cc2c3c(cccc31)[C@H]1C(=O)[C@H](CCC1(C)C)C2(C)C	97.3	84.8	90.4	99.3	90.8	95.5	93.8	90.1	106.7
COC(=O)c1cc(Nc2nc(O)c(C3=c4cc(OC)ccc4=NC3=O)s2)ccc1O	107.8	92.3	122.4	105.3	106.6	124.4	101.2	99.2	129.2
CC1(C(Cl)Cl)C=CC(=O)C=C1	104.6	95.9	104.6	107.9	102.7	110.2	100.1	104.2	99.7
O=C1Nc2ccc(Cl)cc2C12Nc1cc(Cl)ccc1S2 (stereo not given)	x	61.2	108.4	70.7	x	101.1	87.0	x	98.9
COc1cc(C2=NN(C(C)=O)C(c3sc(N(C)Cc4ccccc4)nc3Cl)C2)cc(OC)c1OC (stereo not given)	80.8	75.3	102.5	92.4	78.6	92.1	90.1	100.0	100.2
Cc1cc2c(cc1C)N(C(=O)CCl)CCN2C(=O)CCl	-61.8*	-34.0*	53.0	-85.2*	-72.0*	-41.7*	-64.0*	-73.0*	-78.2*
O=C1CC2(C(=O)O1)c1ccccc1-c1ccccc12	103.7	101.6	110.4	107.6	121.2	111.7	108.6	x	111.1
COc1cccc(/C=C2\Oc3cc(OCCN4CCCC4)ccc3C2=O)c1OC	106.5	98.1	118.7	98.0	101.6	107.1	99.2	95.6	95.5
CCN(CC)c1ccc2c(c1)Cc1ccccc1-2	103.0	108.7	113.0	104.6	107.8	111.0	68.3	98.7	100.4
OC(c1ccccc1)(c1ccccc1)c1nccn1-c1ccccc1	109.8	97.5	103.7	109.0	105.2	100.6	107.8	111.6	120.8
Cc1cc(=O)oc2cc(OC(=O)C3CC3)ccc12	108.8	98.3	x	105.3	97.9	105.6	98.6	91.6	99.7
O=C(Nc1nc2ccccc2s1)c1cc(-c2ccc(F)cc2)n2nc(-c3ccccc3)cc2n1	78.0	45.8	35.0	68.7	-24.7*	65.2	53.7	74.5	67.8
CC1(C)CC[C@]2(C(=O)Nc3ccc(Br)cc3)CC[C@]3(C)C(=CCC4[C@@]5(C)C[C@@H](O)[C@H](O)[C@@](C)(CO)C5CC[C@]43C)C2C1 (stereo not given in full)	38.2	-15.8*	4.3*	-52.9*	5.4*	-74.1*	-13.0*	-60.9*	18.8
N/C(=N\N=C\c1ccc2c(c1)OCO2)N/N=C\c1ccc2c(c1)OCO2	96.8&111.9	48.8&97.6	111.3&117.8	70.3&93.5	93.8	94.5&108.5	93.7&103.2	13.0&88.4	75.2&101.1
COc1ccc(/C=C2\N=C3SC=C(/N=c4\scc(-c5ccccc5)n4-c4ccccc4)N3C2=O)cc1	101.5	96.1	95.0	102.6	122.5	106.1	106.4	99.8	102.1
c1ccc(C2OCCOC2c2ccccc2)cc1 (stereo not given)	98.2	84.5	98.3	99.6	108.3	103.8	97.3	99.2	105.6
COC(=O)CC[C@@H](C)[C@H]1CC[C@H]2[C@@H]3CC[C@@H]4C[C@@H](Nc5c([C@@H](C)[C@H]6CC[C@H]7[C@@H]8CCC9=CC(=O)CC[C@]9(C)[C@H]8CC[C@]67C)nc6ccc(Cl)cn56)CC[C@]4(C)[C@H]3CC[C@]12C	99.9	99.9	86.6	102.2	103.1	103.6	101.4	107.4	98.8
CCCCNC(=O)c1ccccc1C(=O)NC1(C(=O)NCCCC)CCCC1	106.5&101.3	105.3&109.0	100.2&108.2	108.7&108.4	109.0&110.1	133.9&119.1	104.0&106.5	103.7&109.3	107.2&105.4
O=C1OC(Sc2ccccc2)(c2ccccc2)c2ccccc21 (stereo not given)	85.6	72.2	102.6	101.3	103.5	96.7	94.0	77.9	98.6
COc1ccc(C(=O)COc2cccc(/C=C3\CSc4ccc(Cl)cc4C3=O)c2)cc1	x	53.9	94.6	x	64.6	122.8	70.4	72.2	-65.9*
NC(=O)Oc1cccc(OC(N)=O)c1	99.6	97.6	110.5	105.7	93.2	x	100.7	103.5	119.3
Cc1cc(S(=O)(=O)Cl)c(Cl)cc1Cl	106.0	98.8	100.3	104.5	100.2	105.9	98.2	106.8	104.3
CC1(C)C2=C(C(=O)N1Cc1ccccc1)C(c1ccco1)N(C(=O)C1CCC1)CCN2 (stereo not given)	102.7	92.6	103.4	101.5	97.1	112.4	108.6	106.2	102.7
COc1ccc(C2CC(c3cccc(Nc4nc(Cl)nc5cc(OC)c(OC)cc45)c3)=NN2C=O)cc1 (stereo not given)	93.1	99.4	124.7	101.0	108.6	119.4	93.5	110.6	105.1
CC(=O)NC(Cc1ccccc1)C(=O)Oc1ccc2ccccc2c1 (stereo not given)	110.7&134.7	113.8&113.2	91.5	94.8&102.5	97.6&101.5	105.3&93.3	101.8&87.4	96.4&113.8	96.7&107.0
CCOC(=O)c1sc(NCC(=O)Nc2ccccc2[N+](=O)[O-])c(C(=O)OCC)c1C	73.8	80.6	x	94.9	83.8	110.7	75.7	84.7	90.1
Brc1cccc(-c2cc(-c3cnc4c(c3)OCCO4)n[nH]2)c1	45.0	27.4	77.1	41.6	82.5	34.9	21.1	18.8	25.3
NC1=C(C/C(N)=N\O)C(c2ccc([N+](=O)[O-])cc2)c2c(ccc3ccccc23)O1 (stereo not given)	49.3	92.0	79.7	97.2	76.1	113.0	95.8	107.3	103.7
C#CC(C)OCC1CO1 (stereo not given)	118.8	99.9	105.3	117.8	106.3	118.1	101.7	100.5	113.6
O=C(O)c1ccc(-n2cc(CNc3ccc(Oc4ccccc4)cc3)c(-c3ccccc3)n2)cc1	86.4	88.5	111.8	80.3	81.4	100.7	72.9	101.8	99.4
O=S(=O)(NCCNc1nccc(-c2c(-c3cccc(F)c3)nc3sccn23)n1)c1cccc(F)c1	24.6	42.8	95.8	44.2	64.8	45.1	38.9	43.9	75.8
CC(C)(C)n1cc(-c2ccnc(NCCCNS(=O)(=O)c3ccc(F)cc3)c2)c(-c2ccccc2)n1	79.6	58.4	92.7	73.6	76.7	64.6	42.4	28.6	82.5

The last 4 records of the part before are carried over, then new ones follow:
SMILES	IGROV1	HCT-116	SK-OV-3	KM12	OVCAR-4	COLO 205	HCT-15	HT29	SW-620
C#CC(C)OCC1CO1 (stereo not given)	118.8	99.9	105.3	117.8	106.3	118.1	101.7	100.5	113.6
O=C(O)c1ccc(-n2cc(CNc3ccc(Oc4ccccc4)cc3)c(-c3ccccc3)n2)cc1	86.4	88.5	111.8	80.3	81.4	100.7	72.9	101.8	99.4
O=S(=O)(NCCNc1nccc(-c2c(-c3cccc(F)c3)nc3sccn23)n1)c1cccc(F)c1	24.6	42.8	95.8	44.2	64.8	45.1	38.9	43.9	75.8
CC(C)(C)n1cc(-c2ccnc(NCCCNS(=O)(=O)c3ccc(F)cc3)c2)c(-c2ccccc2)n1	79.6	58.4	92.7	73.6	76.7	64.6	42.4	28.6	82.5
CCOC(=O)CN1C(=O)c2ccc(-c3ccc4c(c3)C(=O)N(CC(=O)OCC)C4=O)cc2C1=O	113.1	116.4	x	108.6	110.5	x	104.0	105.9	106.0
COc1nc(Cl)nc2c1ncn2CC#CCCl	94.6	79.5	117.4	93.4	92.4	104.1	82.0	89.3	95.9
CCc1c(C(=O)N[C@H]2c3cc(Cl)ccc3CC[C@@H]2O)[nH]c(C)c1C(C)=O	x	83.1	97.3	101.7	101.2	115.8	80.9	109.5	108.1
COc1ccc(C(=O)C[n+]2ccn(CC(=O)Nc3cccc4cccnc34)c2)cc1	77.7	83.0	90.6	92.1	43.6	70.9	96.0	80.8	97.1
O=C(Nc1ccc(OS(=O)(=O)c2ccccc2)cc1)C12CC3CC(CC(C3)C1)C2	75.1	32.8	74.0	28.4	58.9	-0.2*	29.9	-19.9*	5.0*
CCCC=NCCCC	125.7	100.6	102.8	113.2	104.3	102.7	98.9	100.3	99.4
COC(=O)c1cc(-c2ccc(OC)cc2)[nH]c1N/N=C/c1c(Cl)cccc1Cl	29.0	-64.5*	18.8	2.8*	40.6	-23.9*	16.4	-56.5*	9.6*
O=C(Nc1ncc(Cc2ccccc2)s1)c1ccc2c(c1)OCCO2	23.4	9.2*	25.0	9.3*	46.3	-13.3*	7.1*	4.3*	35.2
CC(C)OCCCNc1nc(-c2ccccc2)n2ncc(C#N)c2n1	100.4	96.8	79.7	99.1	93.1	x	99.6	89.9	100.8
Cc1ccc(NC(=O)c2c(Nc3ccccc3)nn3c(Nc4ccccc4)c(-c4nc5ccccc5s4)c(N)nc23)cc1	86.2	85.6	76.8	93.9	90.9	105.7	85.0	108.7	100.7
